# High-throughput results as filed in PubChem.
# GLP1R cytotox: qHTS of GLP-1 Receptor Inverse Agonists: Cytotox Screen | HEK293 cAMP-luciferase reporter cells, luminescence, 24 h | Potency, µM (highest dose often 38.3 µM), for inactives: at the highest dose activity change, negative = inhibition, usual class: inhibitors | 0.13% of 410,000 active | AID 624418, 2012;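 also: loss of luciferase light is scored as toxicity; potency is read from the fitted curve at half-maximal effect; % is scaled to controls: 0 for no effect and ±100 for the full control effect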
#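 Seeding density was 200 cells/uL; after overnight-length (12 h) culture, 23 nL compounds went on for 24 h at 37 °C. Readout used a luciferase detection reagent, luminescence taken after 12 min at room temperature.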
# SW480 rerep: A quantitative high throughput screen for small molecules that induce DNA re-replication in SW480 colon adenocarcinoma cells; SW480 DNA re-replication, Hoechst DNA content imaging, 48 h; Potency, µM (doses to about 46.1 µM), for inactives: at the highest dose re-replication activation, usual class: activators; 1.8% of 340,000 active; AID 624297, 2012; also: potency is read from the fitted curve at half-maximal effect; % of control where 0% means no effect; nearly all actives have a fitted effect of over 55% in size
#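 DNA re-replication was detected as more nuclei of elevated Hoechst intensity after 48 hr exposure to compound (23 nL pinned per well of 250 cells).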
# HT1080NT lethal: qHTS for induction of synthetic lethality in tumor cells producing 2HG: qHTS for the HT-1080-NT fibrosarcoma cell line; HT-1080-NT fibrosarcoma viability, CellTiter-Glo ATP luminescence, 48 h; Potency, µM (top dose mostly 46.1 µM), for inactives: top-dose activity, negative = less viability, hits mostly cytotoxic; 1.6% of 360,000 active; AID 686970, 2013;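 also: NT is the 2HG producing partner of a matched IDH1 knockdown line; potency is read from the fitted curve at half-maximal effect; 0% = DMSO-treated cells and -100% = media-only wells without cells; nearly all actives have a fitted effect of over 55% in size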
#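 HT-1080-NT; 750 cells/well; 5% FBS RPMI; 48 h compound, 37 degrees C; CellTiter-Glo luminescence; curve fitting and curve-class assignment.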
# DRD3 agonist: qHTS of D3 Dopamine Receptor Agonist: qHTS; D3R DiscoveRx beta-arrestin cells, luminescence, 90 min; max activation, %; 0.58% of 410,000 active; AID 652048, 2013; in the data active = max activation above about 30%; also: 0% is about no effect; mostly tested at two doses, the higher about 12 µM
# Target sequence (P35462 whole entry, looked up): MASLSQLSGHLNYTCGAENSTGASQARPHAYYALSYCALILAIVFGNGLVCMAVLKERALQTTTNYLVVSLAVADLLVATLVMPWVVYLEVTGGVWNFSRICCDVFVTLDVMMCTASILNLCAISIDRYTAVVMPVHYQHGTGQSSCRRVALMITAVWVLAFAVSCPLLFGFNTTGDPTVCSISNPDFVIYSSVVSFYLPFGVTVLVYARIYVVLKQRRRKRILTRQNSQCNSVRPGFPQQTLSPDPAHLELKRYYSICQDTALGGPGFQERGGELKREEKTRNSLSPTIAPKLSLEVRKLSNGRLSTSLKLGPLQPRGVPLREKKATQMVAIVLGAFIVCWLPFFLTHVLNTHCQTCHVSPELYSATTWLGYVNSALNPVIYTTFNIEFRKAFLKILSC
#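 Agonist-mode cell screen: cells plated at 1500/well and incubated overnight at 37 °C, then exposed to library compounds for 90 min at 37 °C. Detection reagent was added for 30–60 min at room temperature, and luminescence was read.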
# MCF10A rereplic: A quantitative high throughput screen for small molecules that induce DNA re-replication in MCF 10a normal breast cells. MCF 10A DNA re-replication, Hoechst nuclear intensity, 48 h. Potency, µM (series often up to 46.1 µM), for the others: at the highest dose activity, positive = re-replication, usual class: activators. 2.9% of 350,000 active. AID 624296, 2012; also: potency is read from the fitted curve at half-maximal effect; % of control where 0% means no effect; nearly all actives have a fitted effect of over 50% in size
# KB-3-1 cytotox: qHTS assay for MDR1-selective chemotherapeutics: Primary screen using the parental adenocarcinoma cell KB-3-1. Potency, µM (series often up to 46.1 µM), for the others: at the top dose activity change, negative = cytotoxic, usual class: cytotoxic. 1.4% of 400,000 active. KB-3-1 viability, CellTiter-Glo ATP luminescence, 72 h; also: potency is read from the fitted curve at half-maximal effect; % is scaled to controls: 0 for no effect and ±100 for the full control effect; nearly all actives have a fitted effect of over 60% in size
#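 72 h, 37 °C compound treatment of KB-3-1 parental cells; CellTiter-Glo added, 10 min, luminescence read. Data corrected against DMSO-only plates and normalized before curve fitting.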
# KB-V1 MDR tox: qHTS assay for MDR1-selective chemotherapeutics: Primary screen using the drug-selected MDR subline cells KB-V1; KB-V1 MDR cells viability, CellTiter-Glo, 72 h; Potency, µM (titrated, usually from 46.1 µM), for the others: top-dose activity change, negative = cytotoxicity, most hits filed as cytotoxic; 3.4% of 400,000 active; also: potency is read from the fitted curve at half-maximal effect; % is scaled to controls: 0 for no effect and ±100 for the full control effect; nearly all actives have a fitted effect of over 60% in size
#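 Cells of the MDR subline KB-V1 are plated, dosed with compound at multiple concentrations, and incubated 72 h at 37 degrees C; CellTiter-Glo is then added and luminescence read after 10 min.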
# IL-1B inflam inh: qHTS for Inhibitors of Inflammasome Signaling: IL-1-beta AlphaLISA Primary Screen; 4.7% of 360,000 active; THP-1 LPS/ATP IL-1B secretion, AlphaLISA, 16 h; hits give low values; activity change, % at 57.5 µM; AID 743279, 2014; in the data active = activity change below about -50%; inconclusive = mostly about -30% to -49%; also: % is scaled to controls: 0 for no effect and ±100 for the full control effect
#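 Secreted IL-1B measured by AlphaLISA bead assay after 16 h compound exposure of THP-1 cells; compounds (final up to 57.5 uM) added 1 h before LPS (250 ng/mL) and ATP (1.25 mM) stimulation; lower signal means less secretion.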
# HT1080 IDH1KD tx: qHTS for induction of synthetic lethality in tumor cells producing 2HG: qHTS for the HT-1080-IDH1KD cell line. HT-1080 IDH1 knockdown viability, ATP luminescence, 48 h. 2% of 360,000 active. Potency, µM (highest dose often 46.1 µM), for inactives: at the top dose activity, negative = toxicity, hits mostly cytotoxic;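 also: potency is read from the fitted curve at half-maximal effect; 0% = DMSO wells and -100% = cell-free medium wells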
#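 IDH1KD HT-1080 cells, 750/well, RPMI + 5% FBS; compound pinned after 2 h settling; 48 h, 37 °C; CellTiter-Glo luminescence; % activity normalised to DMSO and no-cell wells; curves fitted, classed by r2 and efficacy.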
# Starred values were filed as active, the others as inactive; ? = inconclusive; / = no result given; [ ] = another dose, or the depositor's remark. Unless noted, calls follow the shape of the dose curve; as a rule, active = well fitted curve in the direction sought with a large enough effect; inconclusive = small, poorly fitted or top-dose-only effect, or another doubt; inactive = no such curve, though single readings can be large; an effect the other way counts as inactive or inconclusive. Not a hit list; any-hit rate near 11%.
# Sample of the layout:
SMILES,GLP1R cytotox,SW480 rerep,HT1080NT lethal,DRD3 agonist,MCF10A rereplic,KB-3-1 cytotox,KB-V1 MDR tox,IL-1B inflam inh,HT1080 IDH1KD tx
CCN1CCN(c2ncnc3c2c(-c2ccccc2)cn3-c2ccc(F)cc2)CC1,3%,-6%,-3%,-21,1%,12%,-3%,-15,12%
O=C(CCCCn1c(=O)[nH]c2ccccc2c1=O)NCCC1=CCCCC1,9%,-1%,2%,2,6%,16%,16µM*,3,1%

# The list itself (from the top)
SMILES,GLP1R cytotox,SW480 rerep,HT1080NT lethal,DRD3 agonist,MCF10A rereplic,KB-3-1 cytotox,KB-V1 MDR tox,IL-1B inflam inh,HT1080 IDH1KD tx
CCN1CCN(c2ncnc3c2c(-c2ccccc2)cn3-c2ccc(F)cc2)CC1,3%,-6%,-3%,-21,1%,12%,-3%,-15,12%
O=C(CCCCn1c(=O)[nH]c2ccccc2c1=O)NCCC1=CCCCC1,9%,-1%,2%,2,6%,16%,16µM*,3,1%
NC(=O)[C@@H]1CC2(CC(c3cccc(NC(=O)CC(c4ccccc4)c4ccccc4)c3)=NO2)CN1C(=O)[C@@H]1CCC(=O)N1 (stereo partly specified),-45%,1%,8%,-6,-12%,-5%,19%,9,8%
CCOC(=O)c1ccc2c(c1)N(CC(=O)N1CCCC1)C(=O)C(C)(C)O2,-14%,-2%,-1%,-1,-1%,1%,8%,?,0%
CC1=C(C(=O)Nc2cccnc2)C(c2ccccc2Cl)n2nc(-c3ccccc3)nc2N1 (stereo unspecified),0%,/,/,12,/,5%,2%,/,/
C=CCn1c(SCC(=O)N2CCc3ccccc3C2)nc2sc(CC)cc2c1=O,-1%,-1%,-4%,10,15%,-15%,4%,-2,0%
COc1ccc(-n2c(=O)c3c(c4cc(OC)ccc4n3C)n(CC(=O)N3CCCC3)c2=O)cc1,-3%,/,/,2,/,-7%,-8%,/,/
COc1ccccc1-n1cnnc1SCC(=O)Nc1cc(C)on1,-23%,?,?,-7,11%,-6%,-16%,27,?
COCCNC(=O)Cn1nc(C)c2ccccc2c1=O,-21%,-4%,15%,0,2%,13%,1%,-8,8%
Clc1ccc(-n2cccc2)cn1,5%,-1%,0%,-2,-6%,3%,4%,-19,5%
O=C(Nc1ccnn1C1CCN(C(=O)c2c(F)cccc2F)CC1)C1CC1,16%,1%,4%,9,-4%,/,/,1,9%
CCOC(=O)CN(C(=O)COc1nc(-c2ccccc2)cc(C)c1C#N)c1ccccc1,4%,-2%,9%,1,11%,?,-16%,20,13%
COc1ccc(-n2ncc3c(=O)n(CC(=O)Nc4ccc(S(=O)(=O)N5CCOCC5)cc4)cnc32)cc1,-20%,-6%,7%,6,14%,0%,29%,-22,10%
NC(=O)Cn1cnc2c(nnn2-c2ccc(F)cc2)c1=O,-12%,0%,16%,7,-1%,23%,?,-13,15%
CCO[C@@H]1OC(C(N)=O)=C[C@H](c2coc3ccccc3c2=O)[C@H]1CCCO,-7%,-6%[9.22 µM],0%,-4,-7%,9%,-1%,6,4%
CCCCn1c(N)c(N(CC(C)C)C(=O)c2cc(-c3ccco3)nc3ccccc23)c(=O)[nH]c1=O,5%,-2%,3%,2,1%,-6%,15%,-1,6%
CCC1(c2ccccc2)NC(=O)N(CC(=O)NCc2ccc(C)cc2)C1=O (stereo unspecified),3%,-2%,-1%,-4,-1%,-2%,-1%,-21,4%
Cc1ccc(N2CCN(/N=C/c3sccc3C)CC2)cc1,-12%,1%,4%,4,24%,6%,?,-16,7%
CCCCCC(=O)N1C[C@@H](n2cc(-c3ccc(F)cc3)nn2)[C@H](O)C[C@@H]1c1ccc(OC)cc1,-11%,/,18µM*,-3,/,5%,-25%,-29,?
CCC(CC)C(=O)N1CCN(c2cccc(C)c2C)CC1,-7%,3%,-9%,-3,24%,?,-9%,-29,-16%
CCCCNC(=O)c1ccc(N2CCOCC2)c(NS(=O)(=O)c2ccc(OC)cc2)c1,-23%,0%,1%[9.24 µM],-11,10%,1%,-16%,-12,?
Cc1nn(C)cc1C(C(=O)NC1CCCCC1)N(C(=O)Cn1nnc2ccccc21)c1ccc(F)cc1 (stereo unspecified),-23%,?,-1%,3,26µM*,-1%,-8%,2,17%
Cc1ccccc1CSCC(=O)Nc1ccccc1-c1ccccc1,25%,?,0%,-9,17%,-4%,23µM*,0,0%
O=C(CSc1ccccc1)Nc1cccc(NC(=O)c2ccco2)c1,1%,-4%,-21%,-5,2%,3%,-15%,18,-6%
Cc1ccccc1NC(=O)Nc1nc(C2CCC(=O)N2)cs1 (stereo unspecified),4%,/,1%,3,/,-1%,17%,31,-2%
Cc1cc(=O)oc2ccc(OC(=O)c3cccc(S(=O)(=O)N4CCOCC4)c3)cc12,-7%,8%,8%,1,-5%,-12%,0%,-11,10%
OCC12COC(c3ccccc3)N1C(c1ccccc1)OC2 (stereo unspecified),7%,16%,-1%,3,1%,9%,0%,-18,-2%
O=C(Nc1ccc(Cl)cc1[N+](=O)[O-])c1ccc2c(c1)OCCO2,-5%,0%,16%,-3,0%,6%,-12%,-18,8%
O=C(N/C(=C/c1cccc([N+](=O)[O-])c1)C(=O)N1CCCCCC1)c1cccs1,-4%,0%,6%,6,0%,14%,-29%,-15,2%
Nc1nc(CN2CCN(c3ccccn3)CC2)nc(Nc2ccc(F)cc2)n1,21%,3%,-3%,5,?,-3%,-9%,-6,2%
C[C@H](NC(=O)c1cc2cc(Cl)ccc2n1C)C(=O)N1CCC(C(=O)O)CC1,9%,-2%,11%,3,0%,0%,1%,11,2%
O=C(c1ccc(F)cc1)N1CCN(c2ccc([N+](=O)[O-])cc2-n2cccc2)CC1,-28%,-11%,-20%,1,2%,?,-1%,?,?
CCN(CC)CCCNC(=O)c1nn(-c2cccc(OC)c2)c(=O)c2ccccc12,-5%,-4%,-7%,-10,1%,-2%,-5%,24,-5%
O=C(CCCC(=O)NCCc1ccccc1)NCCc1ccccc1,5%,0%,12%,-4,-4%,-3%,6%,43,13%
Cc1nn(CCC(=O)NNC(=S)Nc2ccc(F)cc2)c(C)c1Br,-24%,8%,0%,-30,6%,6%,-4%,17,-1%
COc1cccc(CNc2ccccc2O)c1OCc1ccccc1F,0%,21µM*,-18%,6,?,-26%,-2%,-92*,-19%
CSCCC(NC=O)C(=O)NC(C)C(=O)O (stereo unspecified),-1%,-8%,-1%,15,9%,0%,-17%,-22,7%
CCCCNC(=O)C[C@@H]1C[C@@]2(C(=O)OC)CCCCC=C2N(CCC2=CCCCC2)C1=O,-10%,/,-1%,5,/,-16%,2%,?,-21%
COCCCn1c(=NC(=O)c2ccccc2)c(C#N)cc2c(=O)n3cccc(C)c3nc21,73%[activator],12%,15%,4,6.5µM*,-14%,-17%,49,5%
COc1cc(NC(=O)c2cccs2)c(OC)cc1NC(=O)Nc1ccc(F)cc1,-23%,-11%,6%,-4,16%,9%,24%,-15,?
COc1ccc(/C=C(\C#N)C(=O)Nc2ccc3[nH]c(=O)[nH]c3c2)cc1,26%,-2%,-1%,3,2%,2%,0%,2,-2%
CCn1nnnc1NC(=O)c1cccc(OC)c1,2%,-2%,-2%,-6,-6%,8%,-3%,-14,-5%
COc1ccc(C2=C(C)C(=O)N(Cc3ccc(C(=O)NCc4ccccc4C)cc3)S2(=O)=O)cc1,4%,/,/,0,/,0%,6%,/,/
COCc1cc(C)nc2sc(C(=O)Nc3ccccc3Br)c(N)c12,121%[activator],1.8µM*,6%,-3,?,-7%,-7%,29,13%
Cc1ccc(N2C(=O)NC(NC(=O)C3CC3)(C(F)(F)F)C2=O)cc1 (stereo unspecified),-5%,-1%,-4%,9,3%,0%,-12%,-8,4%

# An excerpt from above with just IL-1B inflam inh, HT1080 IDH1KD tx and KB-V1 MDR tox:
Molecule,IL-1B inflam inh,HT1080 IDH1KD tx,KB-V1 MDR tox
COc1ccc(/C=C(\C#N)C(=O)Nc2ccc3[nH]c(=O)[nH]c3c2)cc1,2,-2%,0%
CCn1nnnc1NC(=O)c1cccc(OC)c1,-14,-5%,-3%

# Further results follow:
SMILES,GLP1R cytotox,SW480 rerep,HT1080NT lethal,DRD3 agonist,MCF10A rereplic,KB-3-1 cytotox,KB-V1 MDR tox,IL-1B inflam inh,HT1080 IDH1KD tx
CCc1nnc(NC(=O)c2cc(=O)c3cc(C)c(C)cc3o2)s1,0%,/,/,2,/,0%,?,/,/
CC(NCc1ccc(S(N)(=O)=O)cc1)C(=O)N1CCc2ccccc21 (stereo unspecified),4%,1%,2%,-3,0%,0%,-6%,0,15%
CCOc1ccc(N2CC(C(=O)NCCCN3CCOCC3)CC2=O)cc1 (stereo unspecified),-23%,-3%,3%,18,-1%,-1%,6%,4,8%
CCN(CC)C(=O)CSCc1cnn(-c2ccccc2)c1-n1cccc1,-2%,-11%,-2%,4,27%,-23%,?,-21,3%

# In another format: entries from further up.
# Values run as follows: GLP1R cytotox | SW480 rerep | HT1080NT lethal | DRD3 agonist | MCF10A rereplic | KB-3-1 cytotox | KB-V1 MDR tox | IL-1B inflam inh | HT1080 IDH1KD tx
CCOc1ccc(N2CC(C(=O)NCCCN3CCOCC3)CC2=O)cc1 (stereo unspecified)
 : -23% | -3% | 3% | 18 | -1% | -1% | 6% | 4 | 8%
CCN(CC)C(=O)CSCc1cnn(-c2ccccc2)c1-n1cccc1
 : -2% | -11% | -2% | 4 | 27% | -23% | ? | -21 | 3%
